SSB-PriA inh: blocks PriA binding to SSB C-terminal tail; AlphaScreen SSBct-PriA binding, biotinylated peptide; inhibition, % at 33 µM; actives 0.6% (n = 430,000); AID 1272365; in the data active = inhibition mostly above about 37%, no sharp cut-off; inactive = mostly below about 20%;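 also: plate controls were negative control peptide for no effect and reference peptide for full effect; strong numbers were not always called active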
BoNT A protease: inhibitors of Botulinum neurotoxin A light chain protease | multiplex microsphere protease substrate cleavage, flow cytometry | AID 588499 | actives 0.17% (n = 360,000) | inhibition, % at 10 µM; also: plate controls were buffer without enzyme for full effect and enzyme alone for no effect
Anthrax LF inh2: anthrax lethal factor protease inhibition | inhibition, % at 10 µM | multiplex microsphere protease cleavage assay, LF | actives 0.12% (n = 360,000) | AID 588501 | P15917; also: plate controls were buffer without enzyme for full effect and enzyme alone for no effect
TcdB GH inh: blocks C. difficile toxin B glycohydrolase activity | P18177 | TcdB glycohydrolase enzymatic assay, plate reader | inhibition, % at 9.99 µM | actives 0.24% (n = 350,000) | AID 652162; in the data active = inhibition above about 10%
Target sequence (P18177 whole entry, looked up): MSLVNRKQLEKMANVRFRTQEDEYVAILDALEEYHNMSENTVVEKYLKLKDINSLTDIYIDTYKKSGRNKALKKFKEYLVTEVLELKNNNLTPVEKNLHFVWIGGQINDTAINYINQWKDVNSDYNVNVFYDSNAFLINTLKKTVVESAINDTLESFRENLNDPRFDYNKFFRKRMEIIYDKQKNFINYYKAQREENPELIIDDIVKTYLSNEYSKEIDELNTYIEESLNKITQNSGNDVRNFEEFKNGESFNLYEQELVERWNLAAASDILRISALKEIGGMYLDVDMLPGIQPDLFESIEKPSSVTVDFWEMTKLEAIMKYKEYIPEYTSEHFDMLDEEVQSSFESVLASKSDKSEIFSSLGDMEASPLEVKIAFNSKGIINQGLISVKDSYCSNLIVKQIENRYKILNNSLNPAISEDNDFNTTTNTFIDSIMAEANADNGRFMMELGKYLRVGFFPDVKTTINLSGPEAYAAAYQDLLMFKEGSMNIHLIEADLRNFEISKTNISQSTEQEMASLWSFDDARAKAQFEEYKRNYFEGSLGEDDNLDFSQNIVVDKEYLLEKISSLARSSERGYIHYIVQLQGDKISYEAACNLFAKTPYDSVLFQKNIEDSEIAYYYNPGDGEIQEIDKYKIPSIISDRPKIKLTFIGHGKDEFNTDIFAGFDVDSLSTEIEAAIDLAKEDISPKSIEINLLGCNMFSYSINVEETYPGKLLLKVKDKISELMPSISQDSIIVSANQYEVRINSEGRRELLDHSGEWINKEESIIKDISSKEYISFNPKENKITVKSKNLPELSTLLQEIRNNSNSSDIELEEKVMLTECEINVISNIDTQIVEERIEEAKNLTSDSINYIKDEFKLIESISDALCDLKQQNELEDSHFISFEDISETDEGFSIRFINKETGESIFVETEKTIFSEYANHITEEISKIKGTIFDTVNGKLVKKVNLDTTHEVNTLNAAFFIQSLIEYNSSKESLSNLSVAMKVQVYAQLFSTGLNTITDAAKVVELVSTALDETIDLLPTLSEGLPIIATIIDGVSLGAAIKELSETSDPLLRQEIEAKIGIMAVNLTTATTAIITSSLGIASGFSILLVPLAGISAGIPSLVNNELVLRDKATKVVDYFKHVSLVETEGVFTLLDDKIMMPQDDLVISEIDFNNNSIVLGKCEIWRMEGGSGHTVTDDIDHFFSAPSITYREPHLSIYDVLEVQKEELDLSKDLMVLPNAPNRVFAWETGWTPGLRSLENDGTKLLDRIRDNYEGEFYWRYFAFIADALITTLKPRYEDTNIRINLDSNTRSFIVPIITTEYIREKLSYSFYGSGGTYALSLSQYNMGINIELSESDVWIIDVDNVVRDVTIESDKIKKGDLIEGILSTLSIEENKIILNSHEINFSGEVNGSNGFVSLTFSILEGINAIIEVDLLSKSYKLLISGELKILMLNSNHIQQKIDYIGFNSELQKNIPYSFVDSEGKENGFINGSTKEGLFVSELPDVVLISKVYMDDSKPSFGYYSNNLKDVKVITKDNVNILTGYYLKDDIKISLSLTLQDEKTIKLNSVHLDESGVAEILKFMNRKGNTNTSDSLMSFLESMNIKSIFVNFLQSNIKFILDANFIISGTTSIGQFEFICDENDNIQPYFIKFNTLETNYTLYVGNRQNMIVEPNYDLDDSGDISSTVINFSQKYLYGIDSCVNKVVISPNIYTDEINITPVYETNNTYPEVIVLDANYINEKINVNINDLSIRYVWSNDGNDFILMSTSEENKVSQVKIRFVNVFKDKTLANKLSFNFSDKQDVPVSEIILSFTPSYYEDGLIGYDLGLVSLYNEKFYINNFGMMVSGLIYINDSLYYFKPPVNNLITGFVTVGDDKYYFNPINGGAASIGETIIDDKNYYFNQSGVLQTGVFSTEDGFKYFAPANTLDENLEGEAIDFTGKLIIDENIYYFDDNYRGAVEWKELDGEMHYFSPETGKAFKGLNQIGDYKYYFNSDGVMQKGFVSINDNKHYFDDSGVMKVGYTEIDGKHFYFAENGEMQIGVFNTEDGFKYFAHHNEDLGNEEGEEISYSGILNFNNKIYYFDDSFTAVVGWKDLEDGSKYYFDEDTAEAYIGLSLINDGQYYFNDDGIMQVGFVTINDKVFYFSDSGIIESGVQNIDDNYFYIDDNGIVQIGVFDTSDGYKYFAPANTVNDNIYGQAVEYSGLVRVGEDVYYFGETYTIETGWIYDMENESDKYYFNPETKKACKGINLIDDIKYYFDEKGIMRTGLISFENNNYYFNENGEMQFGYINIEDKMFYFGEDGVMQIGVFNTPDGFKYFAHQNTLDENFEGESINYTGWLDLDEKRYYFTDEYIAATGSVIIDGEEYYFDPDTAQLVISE
PrPC TRFRET: cell surface PrPC inhibition, primary TR-FRET screen; P04156; TR-FRET read-out; inhibition, % at 13.8 µM; AID 720596; actives 0.43% (n = 370,000); in the data active = inhibition above about 24%; also: 0% = median of the test wells and 100% = reference compound wells
SARS 3CLpro inh: SARS-CoV 3CLpro protease inhibition; P0C6X7; recombinant SARS-CoV 3CLpro, quenched FRET peptide cleavage; inhibition, % at 6 µM; actives 0.14% (n = 290,000); in the data active = inhibition above about 12%
BH1578 lux ind: inducers of Vibrio cholerae quorum light production without autoinducers; V. cholerae BH1578 lux reporter, luminescence, 6 h; activation, % at 18.7 µM; actives 0.16% (n = 350,000); AID 588436; in the data active = activation mostly above about 9.7%, no sharp cut-off; inconclusive = no clear call, values can overlap the other calls; inactive = mostly below about 3.7%; also: not every result past the cut was called active; inactives centre near 0; reference of the scale not given here
PfHsp40 yeast: rescue of PfHsp40-mediated yeast toxicity; growth rescue, % at 12.5 µM; S. cerevisiae expressing PfHsp40, growth rescue, ATP luminescence; actives 0.68% (n = 340,000); in the data active = growth rescue above about 28%, passing the limit was not always enough; inconclusive = no clear call, values can overlap the other calls;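 also: yeast W303a lacking pdr1 and pdr3 grown in galactose medium; growth measured after three days at 30 °C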
Y pestis TopoI: inhibitors of Yersinia pestis topoisomerase I; AID 504884; Y. pestis Topo-I cleavage product accumulation, plate reader; activity, % at 10 µM; actives 0.064% (n = 360,000); in the data active = activity above about 50%, passing the limit was not always enough; inconclusive = no clear call, values can overlap the other calls; also: inactives centre near 2
* hit, by the source's call; i = inactive; ? = inconclusive; . = no result given; & = joins results of further samples. Rule as the data show it, unless noted: active = inhibition above about 30%; inconclusive = no clear call, values can overlap the other calls; inactive = below that.

SMILES | SSB-PriA inh | BoNT A protease | Anthrax LF inh2 | TcdB GH inh | PrPC TRFRET | SARS 3CLpro inh | BH1578 lux ind | PfHsp40 yeast | Y pestis TopoI
COc1cccc(-c2nc(-c3ccc(NC(=O)c4cccs4)cc3)no2)c1 | -8 | 0.5 | -5 | . | -3 | -3 | 0.3 | 0.3 | 3
CCN(CC)S(=O)(=O)c1ccc(N2CC(C(=O)NCc3ccc4c(c3)OCO4)CC2=O)cc1 (stereo not given) | 2 | -1.4 | -1 | 1.5 | -5 | . | 2.0 | 0.4 | 17
CCOc1ccccc1N(CC(=O)Nc1ccccc1C(=O)O)S(C)(=O)=O | -1 | -1.5 | 3 | . | -2 | 1 | 0.5 | -1.1 | 1
CC(C)n1c(O)c(N=Nc2ccc(Cl)c(C(=O)O)c2)c2ccccc21 | -6 | -0.6 | 0 | -2.0 | -4 | 6 | 4.8 | 0.2 | -1
Cc1cccc(NC(=O)C2(c3ccc([N+](=O)[O-])cc3)CCCC2)c1 | 0 | 0.6 | -1 | . | -6 | 5 | i | 7.5 | 11
O=C(COC(=O)c1ccccc1Cl)NCCC1=CCCCC1 | -12 | -3.3 | -6 | 0.1 | -1 | -3 | -0.1 | 0.6 | 16
O=C(CS(=O)(=O)c1ccccc1)N(CCCN1CCOCC1)c1nc2c(F)cccc2s1 | -17 | -1.0 | -3 | 0.8 | -6 | . | -9.9 | -2.0 | 19
O=S(=O)(N1CCOCC1)N1CCN(c2ccccc2F)CC1 | 1&-10 | 1.3 | 2 | . | . | -2 | -7.1 | 1.7 | 4
Cc1ccc2c(CC(=O)NCC3(N4CCOCC4)CCCCC3)coc2c1C | 0 | 0.3 | -2 | -2.8 | 8 | . | i | -0.5 | 29
NC(=O)CCC(NS(=O)(=O)c1ccc(Cl)cc1)C(=O)NCC1CCCCC1 (stereo not given) | 2 | 0.6 | -2 | -1.1 | -5 | 1 | i | 1.3 | 6
Cc1ccccc1Cn1c(=N)n(CC(=O)c2ccc([N+](=O)[O-])cc2)c2ccccc21 | 5 | 4.9 | 0 | 1.4 | 10 | 4 | 0.4 | -0.2 | -11
CC(=O)Nc1ccccc1OCCCN1CCC(C(O)(c2ccccc2)c2ccccc2)CC1 | . | 0.1 | 0 | 1.4 | -14 | . | . | . | .
Cc1ccc(C(C)C)cc1OCC(=O)N/N=C/c1ccc2c(c1)OCCO2 | . | 0.5 | 1 | -0.2 | 6 | 8 | -0.2 | 6.5 | 27
COc1ccc(N/C(C)=C2/C(=O)C(=O)N(CCO)C2c2ccc([N+](=O)[O-])cc2)cc1 (stereo not given) | . | -0.5 | 0 | . | -7 | -3 | 0.6 | -2.0 | 6
Cn1c(=O)c2c(nc(CN3CCN(c4ccccc4)CC3)n2CCc2ccccc2)n(C)c1=O | -2 | -0.7 | 5 | . | 4 | 1 | 0.6 | 0.1 | 12
Cc1ccc(NC(=S)N(Cc2cccs2)Cc2cc3cc(C)cc(C)c3[nH]c2=O)cc1 | -2 | 0.0 | 1 | -0.5 | -2 | 4 | -0.3 | 0.0 | -2
C/C(O)=C(/C=Nc1ccccc1)C(=O)Nc1ccccc1 | . | -0.6 | -2 | 1.2 | -2 | 3 | -0.8 | -0.9 | 1
O=C(OCCNc1ncc(C(F)(F)F)cc1Cl)c1ccc(S(=O)(=O)N2CCOCC2)cc1 | -20 | 1.4 | 4 | . | -3 | 1 | i | 5.5 | 27
Cc1ccc(C2(C)NC(=O)N(CC(=O)Nc3cc(S(=O)(=O)N4CCCCC4)ccc3OC(C)C)C2=O)cc1 (stereo not given) | -6 | -4.2 | 1 | 1.7 | -1 | . | i | 0.5 | 4
O=c1c2ccccc2nc2c3ccccc3cnn12 | -12 | 0.6 | -10 | 0.5 | -6 | -2 | -0.3 | 1.8 | 7
Cc1nnc(-c2cccc(Br)c2)c2cn(-c3cccc(Br)c3)nc12 | -9 | 8.2 | 1 | . | 1 | 0 | -0.2 | 0.2 | 21
COc1ccc(CNC(=O)C(C)Sc2nc3ccccc3c(=O)n2CCCN2CCOCC2)cc1 (stereo not given) | -10 | -1.5 | 5 | 0.9 | 1 | 3 | -1.6 | 0.4 | -3
CCc1ccc(C(C(=O)NCc2ccccc2)N(C(=O)c2csnn2)C2CC2)cc1 (stereo not given) | -2 | -0.1 | -2 | -2.4 | 10 | -5 | -4.0 | 1.6 | 31
O=S(=O)(c1ccc(Cl)c(Cl)c1)c1snnc1-c1ccccc1 | -7 | -0.7 | 2 | . | . | 7 | -1.1 | 5.7 | 1
Cc1ccccc1CCN(C(=O)CN1C(=O)c2ccccc2S1(=O)=O)C(C(=O)NCC1CCCO1)c1ccncc1 (stereo not given) | 3 | -0.2 | 3 | . | 7 | 5 | -0.4 | ? | -2
Clc1ccc(-c2nc3ccc(Cl)cn3c2CN2CCCCC2)cc1 | 2 | -3.3 | -17 | -0.6 | 5 | -2 | i | -1.1 | 1
COc1ccc(CCNC(=O)COC(=O)C2CCCCC2)cc1 | -7 | 0.8 | -1 | . | 4 | 4 | 0.0 | 0.1 | 7
COc1cccc(-n2nc(-c3ccnn3-c3ccccc3)c(=O)n(C)c2=O)c1 | -2 | 0.3 | 2 | . | -5 | 1 | i | -0.1 | 4
COc1ccc(CN2CCN(C(=O)CC(C)C)CC2)cc1 | -19 | -8.5 | -9 | 0.5 | -1 | 2 | i | 1.7 | -17
COc1ccc(N(CC(=O)NCc2ccc3c(c2)OCO3)S(=O)(=O)c2ccccc2[N+](=O)[O-])c(OC)c1 | -6 | 1.5 | 0 | 0.5 | -5 | -2 | i | -1.3 | 25
CCn1c(SCC(=O)N2CCN(C)CC2)nc2c1c(=O)n(C)c(=O)n2C | -1 | -1.3 | -3 | 1.4 | 5 | 0 | -0.4 | 3.6 | 8
Cc1oc(-c2cccc(Cl)c2)nc1CN1CCCC(C(=O)NCc2ccco2)C1 (stereo not given) | 27 | 1.1 | 2 | . | -7 | 2 | -0.3 | -1.3 | 24
CCOc1ccc(NC(=O)CCc2nnc3ccc(N4CCN(C)CC4)nn23)cc1 | 8 | 0.3 | 1 | -8.5 | 0 | 9 | -1.1 | 0.2 | -1
O=C(NCc1cccs1)C1CCCN1C(=O)Nc1cccc(F)c1 (stereo not given) | -15 | -0.7 | 1 | 0.3 | 1 | 0 | -0.4 | 0.2 | -11
Cc1scc(C(=O)N2CCN(c3ccc(Cl)cc3)CC2)c1C | 4 | -0.2 | -4 | 11* | 4 | 3 | i | 5.8 | 35
COc1ccc(-c2nn(-c3ccccc3)cc2/C=C2/SC(=S)N(Cc3ccco3)C2=O)c(C)c1 | -15 | 30* | 36* | . | 0 | 3 | 1.8 | 1.1 | 12
O=C1OCCN1CCNCc1cn(-c2ccc(F)cc2)nc1-c1ccccc1Cl | -6 | -0.2 | 1 | 2.6 | -1 | 1 | -0.2 | 0.8 | 9
O=S(=O)(/C=C/c1ccccc1)N1CCN(c2nc(-c3ccccc3)nc3ccccc23)CC1 | -1 | -0.4 | -8 | 1.0 | 0 | 0 | 0.8 | 0.8 | 0
Cc1cc(C)c(OCCNCc2ccccc2)c(C)c1 | -3 | -3.1 | 2 | 1.4 | 4 | -1 | -0.7 | 0.3 | 6
C/C(=N\O)c1cc(Cl)cc(Cl)c1O | . | 1.6 | 34* | 2.3 | -7 | -1 | -0.6 | 10.0 | -9
CC(Oc1ccc2c3c(c(=O)oc2c1)CCC3)C(=O)NC1CCN(Cc2ccccc2)CC1 (stereo not given) | -9 | -1.2 | -2 | 3.5 | 3 | -2 | 0.1 | -0.1 | 3
NC(=O)COC(=O)CSc1ccc2ccccc2c1 | -7 | -0.5 | 0 | 1.1 | 11 | 2 | -0.4 | -1.4 | 3
O=C(Nc1nnc(C2=COCCO2)o1)c1ccc([N+](=O)[O-])s1 | -7 | -0.5 | 0 | 1.3 | -30 | 2 | i | -0.4 | 24
N#CC(C#N)=CNc1cccnc1 | -8 | -0.3 | 8 | -0.6 | 4 | -2 | -0.4 | -1.5 | 0
COc1ccc(N=Cc2sc3ccccc3c2Cl)cc1 | 1 | -1.6 | -4 | . | 4 | 1 | i | -0.2 | 4
CCc1ccc(C2C(C#N)=C(N)Oc3cc(N)ccc32)cc1 (stereo not given) | -5 | 2.5 | 17 | -0.4 | 0 | 1 | i | -0.7 | 0
O=C(Cc1ccc(Cl)cc1)NN1C(=O)c2ccccc2C1=O | -4 | -0.8 | -2 | 0.5 | 9 | 5 | -0.2 | -0.9 | 3
COc1ccc(NC(=O)CC2Nc3ccccc3NC2=O)c([N+](=O)[O-])c1 (stereo not given) | 4 | -0.5 | -1 | 0.9 | -2 | 5 | i | -0.8 | 9
CC(=O)CSc1nc(-c2cccs2)c(C#N)c(=O)[nH]1 | -4 | -0.2 | 0 | -0.2 | 91* | 0 | i | -0.4 | 12
Cc1ccc(S(=O)(=O)Nc2ccc(Br)cc2C(NCC(=O)O)c2ccccc2)cc1 (stereo not given) | -7 | -1.7 | -1 | . | -2 | 10 | -0.3 | 0.0 | 7
(next part)
SMILES | SSB-PriA inh | BoNT A protease | Anthrax LF inh2 | TcdB GH inh | PrPC TRFRET | SARS 3CLpro inh | BH1578 lux ind | PfHsp40 yeast | Y pestis TopoI
CCOC(=O)c1ccc(COC(=O)CNC(=O)CNC(=O)c2ccc(OC)cc2)o1 | -2 | -0.2 | 3 | . | 1 | -1 | -0.7 | -0.3 | -2
CNc1cncc(-c2cccc(C(=O)N(C)C)c2)n1 | . | 0.1 | -5 | 0.5 | -9 | . | i | . | 0
COCC(=O)Nc1sc2c(c1C(=O)OC)CCCC2 | -24 | -0.7 | -16 | . | 1 | -2 | -0.3 | 0.7 | 32
COC(=O)C(C)(C)ONC(=O)Nc1ccccc1Cl | -9 | -0.4 | 1 | -1.2 | -6 | 0 | 0.7 | 1.4 | 2
CC(C)(C)c1ccc(C(=O)NC(=S)NCc2cccnc2)cc1 | -8 | 0.1 | -1 | . | 12 | 3 | 0.6 | 1.5 | 18
Cc1ccc(C(=O)n2nc(C#N)c(C#N)c2N)cc1 | -5 | 0.5 | 0 | 0.8 | -1 | 3 | -0.4 | 0.3 | 5
Cc1nonc1NC(=O)c1oc2ccc(F)cc2c1C | -6 | 0.3 | 0 | 0.0 | -6 | 0 | i | 0.2 | -2
Brc1cnc2ccccc2c1N1CCCCC1 | -13 | -1.6 | 3 | 0.4 | -1 | . | -0.5 | -1.6 | 2
COc1ccc2c(c1)cc(C(=O)N/N=C/c1c(O)c(C(=O)O)cc3ccccc13)n2C | . | 3.0 | 2 | -0.2 | -2 | 12 | -8.3 | -0.3 | -12
CC(OC(=O)c1cc(S(=O)(=O)N2CCOCC2)ccc1F)C(=O)NC1CCCCC1C (stereo not given) | -25 | 0.6 | 3 | 1.3 | 2 | -2 | -0.4 | 0.9 | 1
CC(C)NC(=O)N(C)C[C@@H]1Oc2ncc(-c3cccc(C#N)c3)cc2C(=O)N([C@H](C)CO)C[C@@H]1C | . | 0.1 | -2 | 2.0&0.8&0.4 | -3 | . | i | . | 4
COc1ccc(NC(=O)NC(c2ccccc2)c2ccccc2)c(OC)c1 | -3 | -2.8 | -1 | -0.4 | 7 | 2 | -0.3 | 0.8 | -8
COc1ccc(-c2nc3c(Cl)cc(C(F)(F)F)cn3c2Cc2ccsc2)cc1OC | . | 3.0 | -5 | 0.9 | -1 | . | . | . | .

In the list so far, 2 have a CF3 group:
SMILES | SSB-PriA inh | BoNT A protease | Anthrax LF inh2 | TcdB GH inh | PrPC TRFRET | SARS 3CLpro inh | BH1578 lux ind | PfHsp40 yeast | Y pestis TopoI
O=C(OCCNc1ncc(C(F)(F)F)cc1Cl)c1ccc(S(=O)(=O)N2CCOCC2)cc1 | -20 | 1.4 | 4 | . | -3 | 1 | i | 5.5 | 27
COc1ccc(-c2nc3c(Cl)cc(C(F)(F)F)cn3c2Cc2ccsc2)cc1OC | . | 3.0 | -5 | 0.9 | -1 | . | . | . | .

The list is partial; rates above refer to the full screens.
